OXTR agonist: human OXTR agonism; P30559; CHO-OTR cells, Fluo-8 calcium fluorescence; normalized: DMSO 0%, oxytocin 100%; activation, % at 3 µM; 0.32% of 320,000 active; AID 2435;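 active = activation above the mean of all tested compounds plus 3 SD, cutoff set per screening run, cut at about 20% in these data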;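 note: peak over basal fluorescence ratio from a 100 s FLIPR kinetic read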
Target sequence (P30559 whole entry, looked up): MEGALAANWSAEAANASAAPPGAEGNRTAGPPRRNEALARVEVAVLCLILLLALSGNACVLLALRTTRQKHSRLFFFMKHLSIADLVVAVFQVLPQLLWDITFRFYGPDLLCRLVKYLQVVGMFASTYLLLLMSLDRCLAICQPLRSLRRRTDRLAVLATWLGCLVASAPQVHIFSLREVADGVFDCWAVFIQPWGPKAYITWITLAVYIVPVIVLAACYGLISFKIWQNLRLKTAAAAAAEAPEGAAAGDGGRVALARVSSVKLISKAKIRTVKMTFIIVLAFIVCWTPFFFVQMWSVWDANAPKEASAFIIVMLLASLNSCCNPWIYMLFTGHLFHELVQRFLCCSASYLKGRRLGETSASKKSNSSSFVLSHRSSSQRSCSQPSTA
V1R ag counter: V1a receptor agonism, counter-screen for OXTR agonists; CHO-V1R cells, Fluo-8 calcium fluorescence, agonist mode; 0% DMSO, 100% 3 nM vasopressin; activation, % at 3 µM; 0.25% of 320,000 active; AID 2797;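 active = activation above the mean activation of all tested compounds plus 3 SD, per screening run, cut at about 20% in these data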;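 note: signal is peak over basal fluorescence ratio across a 100 second FLIPR read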
Target sequence (P37288 whole entry, looked up): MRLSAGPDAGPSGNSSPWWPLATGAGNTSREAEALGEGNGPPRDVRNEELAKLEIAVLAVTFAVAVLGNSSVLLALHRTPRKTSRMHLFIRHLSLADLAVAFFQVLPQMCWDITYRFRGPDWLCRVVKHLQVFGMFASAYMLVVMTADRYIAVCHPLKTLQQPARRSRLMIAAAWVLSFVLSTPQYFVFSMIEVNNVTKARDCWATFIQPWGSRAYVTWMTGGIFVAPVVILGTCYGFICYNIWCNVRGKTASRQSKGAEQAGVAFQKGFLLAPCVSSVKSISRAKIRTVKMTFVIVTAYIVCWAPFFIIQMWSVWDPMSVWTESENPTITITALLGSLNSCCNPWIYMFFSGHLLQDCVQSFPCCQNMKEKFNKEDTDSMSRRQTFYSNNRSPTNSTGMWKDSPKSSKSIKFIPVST
GalR3 antagonist: blocks the human galanin receptor 3; HEK293 GalR3-CNG cAMP membrane potential fluorescence; galR3 body fused to GalR1 C-terminus; inhibition, % at 3 µM; AID 651719; 0.44% of 360,000 active;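 active = inhibition above the screen-wide average plus 3 SD, cut at about 13% in these data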;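 note: forskolin and galanin both at EC90 stimulate the cells; cAMP rise reported by CNG channel membrane potential dye signal; 0% = forskolin plus galanin with DMSO and 100% = forskolin alone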
Starred values were filed as active, the others as inactive.

SMILES	OXTR agonist	V1R ag counter	GalR3 antagonist
O=C(NCC1CCCN1S(=O)(=O)c1cccs1)c1ccccc1 (centres undefined)	0.6	0.6	4.1
CC(C)(C)OC(=O)C[C@@H]1C/C=C\C[C@H](CC(=O)N(CCO)Cc2ccccc2)C(=O)N2CCC[C@@H]2COC1=O	-0.8	0.6	-0.3
CC(C)c1ccc(CCNC(=O)CSC(=S)N2CCCC2)cc1	-2.0	-0.4	-1.2
CC1(C)[C@H](C(=O)O)N2C(=O)C[C@H]2S1(=O)=O	-0.4	0.2	-5.7
C=CCN1c2ccccc2[C@]23C[C@@H](C(=O)OC)N(C(=O)NC4CCCC4)C2=NC(C(=O)OC)=C(C(=O)OC)[C@H]13	-1.0	0.0	-5.1
COc1ccc(Br)cc1CN(C)C(=O)C1CC(=O)N(C2CCCC2)C1 (centres undefined)	-0.6	0.7	-1.8
C=CC[C@H](CC(=O)OC(C)(C)C)C(=O)OC[C@@H]1CCCN1C(=O)[C@@H](CC=C)CC(=O)N[C@H](CO)Cc1ccccc1	-0.7	-0.3	-5.2
Cc1cc(C)nc(SCCN2CCCCC2)n1	0.3	0.9	2.6
COc1ccccc1OCCNC(=O)CN1C(=O)NC2(CCCCC2)C1=O	0.0	0.1	0.6
C=CC[C@H](CC(=O)NCCO)C(=O)N[C@@H](COC(=O)[C@@H](CC=C)CC(=O)OC(C)(C)C)Cc1c[nH]c2ccccc12	-1.1	0.0	-3.5
CCOc1ccc(NC(=O)CN(C)C(=O)CCNC(=O)c2ccc(Br)cc2)cc1OCC	-1.5	-0.8	-1.1
Cc1ccc(C)c(S(=O)(=O)N2CCN(C(=O)C3CCN(C(=O)c4ccc(F)cc4)CC3)CC2)c1	-0.2	0.2	-4.7
O=C1C(Cc2ccccc2)Nc2ncnc(N3CCN(c4ccccc4)CC3)c2N1Cc1ccc(Cl)cc1 (centres undefined)	0.0	0.6	-2.3
COc1ccc(OCC(=O)Nc2ccccc2C(=O)NC2CC2)cc1	0.5	1.1	-4.8
CCOC(=O)C1CCN(C(=O)COC(=O)c2ccc3[nH]c4c(c3c2)CCCC4)CC1	-0.7	2.4	-1.1
COc1ccc(Cl)cc1NC(=O)CN(C)C(=O)/C=C/c1ccco1	0.7	0.6	-7.2
COc1cc(NC(=O)c2cccc(S(=O)(=O)N3CCCCC3)c2)cc(OC)c1OC	0.1	1.5	-3.9
CCCN(CC1CC1)C(=O)COC(=O)c1oc2c(F)cccc2c1C	-2.0	-0.4	-7.1
COc1ccc(OC)c(/C=C/C(=O)OCC(=O)N2CCCC2)c1	0.0	0.9	-4.6
Fc1cc(F)cc(Nc2nc(Cl)nc(NC3CCCC3)n2)c1	-0.5	-0.7	-14.4
CCCCCC(C)NC(=O)c1cc(S(=O)(=O)N2CCCCC2)ccc1N1CCOCC1 (centres undefined)	-2.1	0.4	-3.5
CCc1cc(C(=O)Nc2ccccc2N2CCOCC2)sc1C	-2.8	-1.4	-3.8
Cc1csc(NC(=O)c2cccnc2Cl)n1	0.5	-0.2	-6.3
CCC1(c2ccc(OC)cc2)NC(=O)N(CC(=O)c2ccc3c(c2)OCCO3)C1=O (centres undefined)	14.1	11.6	-1.0
N#Cc1cc([N+](=O)[O-])ccc1NC(=O)COC(=O)CN1C(=O)C2CCCCC2C1=O (centres undefined)	2.2	1.7	-2.9
O=C(COc1coc(CN2CCCc3ccccc32)cc1=O)Nc1cccc([N+](=O)[O-])c1	1.1	2.3	0.4
CSc1ncccc1C(=O)OCc1nc2ccsc2c(=O)[nH]1	-0.3	-0.8	-6.0
C[C@H]1COC(=O)[C@@H](CC(=O)OC(C)(C)C)C/C=C\C[C@H](CC(=O)NCCO)C(=O)N1	1.0	1.1	-0.5
O=C(CN1C(=O)NC2(CCCCC2)C1=O)Nc1cc(C(F)(F)F)ccc1N1CCCCC1	-1.8	17.3	-1.8
COc1ccc(OCCCC(=O)OCC(=O)Nc2c(C)nn(-c3ccccc3)c2C)cc1	-0.5	2.1	-1.8
COc1cc(/C=C/C(=O)OC(C)C(=O)NC2CCCCC2C)cc(Cl)c1OC (centres undefined)	-1.2	-0.2	-1.4
COc1cccc(C(=O)Nc2ccccc2-c2ccccc2)c1	5.5	-0.9	1.2
Cc1ccccc1NC(=O)CSc1nnc(Cc2ccccc2)c(=O)n1N	0.2	-1.0	-0.2
CCN(CC(=O)Nc1c(F)cccc1F)C(=O)c1cc2c(cc1Cl)N1CCCCCC1=NS2(=O)=O	1.5	1.5	-3.1
CCCN(CC(=O)Nc1ccccc1C)C(=O)c1ccc(=O)n(Cc2ccccc2)n1	0.5	-0.8	-3.0
C=CCOc1ccc(/C=C/C(=O)OCC(=O)NCC2CCCCC2)cc1	0.4	3.5	-3.7
COc1cccc(NC(=O)CN(C)C(=O)c2cc(-c3ccc(F)cc3)nc3ccccc23)c1	-0.6	0.6	-0.7
O=C(OCc1c(F)cccc1Cl)c1cc([N+](=O)[O-])ccc1N1CCOCC1	-0.7	-0.5	0.0
O=C(CN1C(=O)NC2(CCCCCC2)C1=O)c1ccc(Cl)s1	0.5	0.9	-3.4
COc1cc(-c2cc(C(=O)Nc3cc(S(=O)(=O)N4CCOCC4)ccc3O)c3ccccc3n2)cc(OC)c1OC	0.2	0.9	-1.0
CN(C)CC/C=C1\c2ccc(F)cc2Sc2cc(F)c(Cl)cc21	5.8	2.0	-10.3
CCCn1nc(C(=O)N(C)CC(=O)Nc2ccc(OCC)c(OCC)c2)c2ccccc2c1=O	-0.5	-0.5	-5.3
COc1cc(OC)c(/C=C2\C(=O)Nc3ccccc32)c(OC)c1	1.5	3.4	2.8
CCN(CC(=O)Nc1ccc2c(c1)OCCO2)C(=O)CC(NC(C)=O)c1ccccc1 (centres undefined)	0.2	0.2	-2.6
COc1cccc(CNC(=O)COC(=O)c2c(C)nn(-c3ccccc3)c2Cl)c1	-1.8	-1.3	-5.2
CCC(CO)Oc1cc(NCc2ccccn2)c2ncn(C(C)C)c2c1 (centres undefined)	0.2	1.3	-7.3
CCOC(=O)N1C2=NC(C(=O)OC)=C(C(=O)OC)[C@@H]3N(C)c4ccc(OC)cc4[C@]23C[C@H]1C(=O)OC	-0.1	0.1	-1.2
COCc1ccc(-c2c(-c3ccccc3OC)sc3cc4c(cc23)OCO4)cc1	0.0	-0.1	-4.4
O=C(NCC(=O)N1CCN(Cc2ccccc2)CC1)c1cc(Cl)cc([N+](=O)[O-])c1	1.7	0.7	-6.4
CCN(CC(=O)Nc1c(F)cccc1F)C(=O)CCC(=O)c1ccc(C)cc1	-2.4	-0.2	-1.3

The list continues:
SMILES	OXTR agonist	V1R ag counter	GalR3 antagonist
COc1ccc(/C=C/C(=O)NC2CCS(=O)(=O)C2)cc1 (centres undefined)	0.9	0.0	-3.4
O=C(NCCCN1CCCC1=O)c1ccccc1OCc1ccc(Cl)cc1Cl	-1.2	-1.4	-4.5
O=C(CCNS(=O)(=O)c1cccc(Cl)c1)OCC(=O)N1CCN(C(=O)c2ccco2)CC1	0.6	1.0	-5.6
Cc1ccc(OCC(=O)NNC(=O)Cn2c(=O)cnc3ccccc32)cc1	0.5	0.6	-1.4
Nn1c(COc2ccccc2F)nnc1SCC(=O)NC1CCS(=O)(=O)C1 (centres undefined)	0.7	-0.2	-3.7
Cc1c(C(=O)NNC(=O)c2csc(N3CCOCC3)n2)oc2ccccc12	0.7	1.1	-4.7
CC(C)Cn1c(SCC(=O)Nc2ccc3[nH]c(=O)[nH]c3c2)nc2ccccc2c1=O	-1.5	-1.2	1.9
O=C(CCC(=O)c1cccs1)NCCc1ccc(F)cc1	-0.9	-0.3	-2.0
COc1ccc(NC(=O)CN(C)C(=O)c2ccccc2Sc2ncnc3sc(C)c(C)c23)cc1	-0.7	0.8	-2.9
O=C(CCc1ccccc1)NC1(Cc2ccccc2)CCN(CCc2cccs2)C1=O (centres undefined)	-1.0	-1.5	-3.8
CC12CCC(=O)N1C(C(=O)N1CCN(S(=O)(=O)c3ccccc3F)CC1)CS2 (centres undefined)	1.4	0.4	-3.2
O=C(COc1ccccc1)Nc1ccc(-c2ccc(N3CCOCC3)nn2)cc1	-1.3	0.1	-4.7
Cc1ccc(C)c(N2N=C(C(=O)Nc3ccccc3N3CCOCC3)CCC2=O)c1	-2.2	-1.0	-6.8
COc1ccc2sc(-c3ccccc3OC)c(-c3ccc(OCCN4CCCC4)cc3)c2c1	5.9	3.6	-5.1
CCC(CO)Oc1cc(NCc2ccccc2OC)c2ncn(C(C)C)c2c1 (centres undefined)	0.6	0.2	-1.0
CCC(=O)Nc1ccc(N2CCOCC2)c(S(=O)(=O)Nc2ccc(Cl)cc2)c1	3.3	2.9	-4.2
COc1ccc(S(=O)(=O)Nc2cccc3c2O[C@H](CN(C)S(=O)(=O)c2ccccc2)[C@@H](C)CN([C@H](C)CO)C3=O)cc1	1.1	1.4	-1.9
N#Cc1c([N+](=O)[O-])cc([N+](=O)[O-])cc1S(=O)(=O)Cc1ccccc1	-1.5	1.0	63.7*
O=C(c1cccc(Cl)c1)N1CCN(S(=O)(=O)c2ccc(Cl)s2)CC1	0.9	1.5	-3.6
CN(C)S(=O)(=O)n1cnc(C(CCO)c2ncn(S(=O)(=O)N(C)C)c2CCCO)c1 (centres undefined)	-0.2	0.7	-1.8

One compound at a time (already shown):
Listed for `Cc1csc(NC(=O)c2cccnc2Cl)n1` : OXTR agonist = 0.5; V1R ag counter = -0.2; GalR3 antagonist = -6.3
Listed for `COc1cc(-c2cc(C(=O)Nc3cc(S(=O)(=O)N4CCOCC4)ccc3O)c3ccccc3n2)cc(OC)c1OC` : OXTR agonist = 0.2; V1R ag counter = 0.9; GalR3 antagonist = -1.0

(continued)
SMILES	OXTR agonist	V1R ag counter	GalR3 antagonist
CCN(C(=O)CSc1nc2ccccc2c(=O)n1Cc1ccc(C)cc1)C1CCS(=O)(=O)C1 (centres undefined)	0.5	-0.8	-2.4
Cc1ccc(C(=O)CCC(=O)N2CCC(C(N)=O)CC2)s1	0.5	-0.1	-4.1
COc1ccccc1-c1sc2ccccc2c1-c1ccccc1OC	-0.2	0.6	-3.9
CC(NC(=O)CN1CCN(C(=O)c2cccs2)CC1)c1ccc(F)cc1F (centres undefined)	1.4	0.7	-2.3
COc1ccc(/C=C/c2c(-c3cccc(C)c3)oc3ccc(N4CCOCC4)cc23)cc1	0.1	1.0	-3.8
O=C(c1cc(C2CC2)nn1-c1ccccc1)N1CCN(c2ncc(C(F)(F)F)cc2Cl)CC1	-1.5	-0.7	-5.0
O=C(OCC(=O)N1CCN(C(=O)c2ccco2)CC1)c1cncc(Br)c1	1.0	1.1	-5.6
COc1ccccc1-c1nc(SCC(=O)N2CCC(C(N)=O)CC2)n[nH]1	1.7	1.5	-6.2
O=C1C=C(c2cccc3c2sc2ccccc23)C[C@@H](c2ccc(F)cc2)C1	0.6	0.2	-1.3
CCCCN(C(=O)c1cccc(S(=O)(=O)N2CCCC2)c1)c1c(N)n(CCC)c(=O)[nH]c1=O	0.8	-0.3	-7.2
Cc1ccc(Cl)c(NC(=O)CSc2cccc[n+]2[O-])c1Cl	-0.2	-0.4	-1.1
CN(C)S(=O)(=O)c1ccc(C(=O)OCC(=O)NC(=O)NC2CCCC2)cc1	6.6	7.4	-2.7
O=c1c(O)c(-c2ccc(O)cc2)oc2cc(O)cc(O)c12	0.8	1.1	2.5
O=C(COc1coc(CN2CCc3ccccc3C2)cc1=O)Nc1cccc([N+](=O)[O-])c1	1.3	2.2	-4.2
O=C(O)c1ccc[n+](Cc2ccc([N+](=O)[O-])cc2)c1	-0.8	0.9	-3.7
O=C(CSCc1cccc(Cl)c1)OCc1nc2ccsc2c(=O)[nH]1	0.3	-0.2	-3.3
Cc1ccc(F)cc1NC(=O)COC(=O)C1CCN(c2ccc(C(F)(F)F)cn2)CC1	-0.9	0.5	-3.4
O=C1OC[C@@H]2CCCN2C(=O)[C@@H](CC(=O)N(CCO)Cc2ccccc2)C/C=C\C[C@H]1Cc1ccc(F)cc1	-1.8	0.1	-7.0
COc1ccc([C@H]2/C=C\CN(S(=O)(=O)c3ccc(C)cc3)[C@@H](C)C(=O)N2Cc2ccc(F)cc2)cc1	0.3	2.5	-6.1
CS(=O)(=O)c1cccc(-c2nnc(NC(=O)C3=COCCO3)o2)c1	0.7	1.6	-4.5
CC(C)n1ncc2c(C(=O)NCCOc3ccccc3F)cc(C3CC3)nc21	-2.3	-1.0	-5.3
CCOC(=O)c1c(C)[nH]c(C(=O)NCC(c2ccco2)N2CCCCC2)c1C (centres undefined)	2.6	1.0	-5.2
O=S(=O)(c1ccc2c(c1)CCCN2)N1CCCC1	0.5	-0.1	-3.5
Cc1ccccc1Cn1nnc(C(=O)Nc2ccc3c(c2)OCCO3)c1N	5.5	2.4	-4.7

Some of the entries above in another layout:
Value order: OXTR agonist | V1R ag counter | GalR3 antagonist
> COc1cc(/C=C/C(=O)OC(C)C(=O)NC2CCCCC2C)cc(Cl)c1OC (centres undefined)
  -1.2 | -0.2 | -1.4
> COc1cccc(C(=O)Nc2ccccc2-c2ccccc2)c1
  5.5 | -0.9 | 1.2
> Cc1ccccc1NC(=O)CSc1nnc(Cc2ccccc2)c(=O)n1N
  0.2 | -1.0 | -0.2
> CCN(CC(=O)Nc1c(F)cccc1F)C(=O)c1cc2c(cc1Cl)N1CCCCCC1=NS2(=O)=O
  1.5 | 1.5 | -3.1

High-throughput results as filed in PubChem.

Only part of the results is shown; count on the stated rates, not on these rows.
